Vif-APOBEC3F blk: blocks the Vif interaction with APOBEC3F. Potency, µM (series often up to 46.1 µM), for the others: at the top dose activity, negative = active. actives 0.2% (n = 390,000). HeLa A3F-eYFP + Vif (tagged APOBEC3F with the HIV-1 protein that degrades it), YFP fluorescence increase; also: potency is read from the fitted curve at half-maximal effect; % of control where 0% means no effect; nearly all actives have a fitted effect of over 65% in size
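Fluorescence increase (Ex 488/Em 500-530) after overnight compound treatment at 37 deg C flags inhibition of Vif-driven A3F-eYFP loss in stable HeLa A3F-eYFP/Vif cells seeded overnight beforehand.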
D1 agonist: activates the human D1 dopamine receptor | P21728 | HEK293 T-REx D1 cells, calcium flux, agonist mode | activation, % at 2 µM | actives 1% (n = 360,000); in the data active = activation above about 30%; also: 0% is about no effect
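Tetracycline-induced HEK293 TREx D1 cells, force-coupled to calcium signalling, were dye-loaded with a no-wash calcium kit. Compound was pin-added after a 10 s baseline. Fluorescence was read kinetically at 1 cycle/s for 180 s, with calcium rises flagged as agonism.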
D1 potentiator: potentiators of human D1 dopamine receptor. P21728. HEK293 TREx D1 cells, calcium flux, dopamine EC20 potentiation. potentiation, % at 10 µM. actives 0.036% (n = 360,000). AID 504651; in the data active = potentiation above about 30%; also: 0% is about no effect
Vif-A3G inh: inhibitors of Vif-APOBEC3G interaction | AID 602310 | HeLa A3G-eYFP + Vif (tagged APOBEC3G with the HIV-1 protein that degrades it), YFP fluorescence, overnight | actives 0.076% (n = 410,000) | Potency, µM (series often up to 46.1 µM), inactives show top-dose activity, negative = active, hits mostly inhibitors | Q9HC16;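 also: potency is read from the fitted curve at half-maximal effect; % is scaled to controls: 0 for no effect and ±100 for the full control effect; nearly all actives have a fitted effect of over 60% in size; hits raise eYFP signal because A3G escapes Vif-driven loss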
Target sequence (Q9HC16 whole entry, looked up): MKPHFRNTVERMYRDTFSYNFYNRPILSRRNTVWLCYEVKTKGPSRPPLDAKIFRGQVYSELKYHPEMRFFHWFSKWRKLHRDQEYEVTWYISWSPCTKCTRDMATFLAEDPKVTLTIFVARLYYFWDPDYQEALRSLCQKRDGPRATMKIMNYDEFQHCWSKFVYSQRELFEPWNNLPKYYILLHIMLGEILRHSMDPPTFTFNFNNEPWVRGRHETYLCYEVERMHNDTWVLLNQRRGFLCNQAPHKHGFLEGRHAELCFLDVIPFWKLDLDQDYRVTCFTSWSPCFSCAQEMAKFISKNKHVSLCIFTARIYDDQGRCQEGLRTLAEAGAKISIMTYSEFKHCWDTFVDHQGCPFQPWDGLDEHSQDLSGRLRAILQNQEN
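HeLa cells stably expressing Vif and C-terminally eYFP-tagged A3G, seeded overnight at 37 deg C, then exposed to compound by pintool overnight at 37 deg C. Rise in yellow fluorescence (Ex 488/Em 500-530, Acumen) marks blocked Vif-driven A3G degradation.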
RXFP1 antag: antagonists of human relaxin receptor RXFP1; actives 0.59% (n = 350,000); activity change, negative = inhibition, % at 57.5 µM; Q9HBX9; AID 1259400; HEK293-RXFP1, relaxin-stimulated cAMP HTRF, 30 min; hits give low values;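 active = activity change of -60% or lower, but not beyond a set lower limit; inconclusive = change between -60% and -40%, or beyond the set limit; inactive = change above -40%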; also: % is scaled to controls: 0 for no effect and ±100 for the full control effect
Glioma ERSR ind: ER stress response induction in glioma | U87-MG GRP78 promoter luciferase reporter, 16 h | Potency, µM, for inactives: at the top dose activation, hits mostly activators | actives 0.02% (n = 420,000); also: potency is read from the fitted curve at half-maximal effect; series mostly up to about 76 µM; % of control where 0% means no effect; nearly all actives have a fitted effect of over 35% in size
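Stably transfected U87-MG glioma cells carrying a GRP78-based luciferase sensor; 16 h compound incubation. Luminescence end-point read 10 min after Bright-Glo addition at room temperature.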
D1 antag: human D1 dopamine receptor antagonism. P21728. activity change, negative = inhibition, % at 10 µM. HEK293 TREx D1 cells, calcium flux, dopamine EC80; hits give low values. actives 3.2% (n = 360,000); in the data active = activity change below about -30%; also: % is scaled to controls: 0 for no effect and ±100 for the full control effect
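HEK293 T-REx cells expressing inducible, force-coupled D1 receptor; no-wash Ca dye, 30–90 min RT. Cmpd → 180 s read at 1 Hz → EC80 DA → 180 s read.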
D2 PAM: D2 dopamine receptor (human) potentiation; HEK293 T-REx D2, calcium flux, EC20 dopamine potentiation; potentiation, % at 10 µM; actives 0.34% (n = 340,000); AID 485347;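 active = potentiation over 3 SD above the plate norm, cut at about 30% in these data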; also: 0% is about no effect
Target sequence (P14416 whole entry, looked up): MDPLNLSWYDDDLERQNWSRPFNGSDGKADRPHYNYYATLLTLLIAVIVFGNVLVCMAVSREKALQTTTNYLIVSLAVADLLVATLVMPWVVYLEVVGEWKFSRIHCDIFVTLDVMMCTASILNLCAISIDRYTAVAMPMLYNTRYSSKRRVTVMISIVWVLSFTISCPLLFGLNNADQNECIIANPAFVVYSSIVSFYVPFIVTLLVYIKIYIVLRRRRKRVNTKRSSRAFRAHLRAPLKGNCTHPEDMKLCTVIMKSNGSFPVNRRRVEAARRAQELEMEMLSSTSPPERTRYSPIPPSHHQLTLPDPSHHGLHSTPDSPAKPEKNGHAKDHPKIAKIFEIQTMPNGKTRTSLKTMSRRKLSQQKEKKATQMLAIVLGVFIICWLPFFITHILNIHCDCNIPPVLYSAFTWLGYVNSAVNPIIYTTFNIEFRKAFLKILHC
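Tetracycline-induced HEK293 T-REx cells force-coupled to calcium signalling expressed D2; compounds were pin-added after a 10 s baseline, read kinetically 180 s, then an EC20 dopamine challenge followed with a further 180 s calcium read.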
RXFP1 ag: RXFP1 (human) receptor agonism; Q9HBX9; HEK293T-RXFP1 cAMP TR-FRET, 30 min; response scale: percent of porcine relaxin response, buffer zero; Potency, µM (doses to about 57.5 µM), for the others: at the top dose activation, most hits filed as activators; actives 0.3% (n = 370,000); AID 2676; also: potency is read from the fitted curve at half-maximal effect; % is scaled to controls: 0 for no effect and ±100 for the full control effect; nearly all actives have a fitted effect of over 60% in size; many of its hits are not listed in these tables
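HEK293T cells stably expressing RXFP1 were pretreated with the PDE4 inhibitor Ro 20174, exposed to compounds for 30 min at 37C, lysed, and cAMP was read by TR-FRET. Data normalized to buffer (basal) and 29 nM porcine relaxin (100%).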
Starred values were filed as active, the others as inactive; ? = inconclusive; nt = no result given. Unless noted, calls follow the shape of the dose curve; as a rule, active = well fitted curve in the direction sought with a large enough effect; inconclusive = small, poorly fitted or top-dose-only effect, or another doubt; inactive = no such curve, though single readings can be large; an effect the other way counts as inactive or inconclusive. An excerpt; the hit share may differ from the screen's.

SMILES	Vif-APOBEC3F blk	D1 agonist	D1 potentiator	Vif-A3G inh	RXFP1 antag	Glioma ERSR ind	D1 antag	D2 PAM	RXFP1 ag
CCc1cccc(C)c1NC(=S)NCC(c1cccnc1)N(C)C (stereo not given)	-1%	0	-2	3%	6	-4%	1	-9	-0.8%
COc1cc(OC)c(NS(=O)(=O)c2c(C)[nH]c(=O)[nH]c2=O)cc1Cl	-8%	1	5	1%	-2	-6%	-4	2	0.2%
CN(Cc1ccccc1)C(=O)c1ccccc1N(C)S(=O)(=O)c1ccccc1	2%	1	-10	2%	-62*	-4%	-15	0	0.5%
CCOC(=O)c1ccc2c(c1)N(CC(=O)Nc1ccc(CC)cc1)C(=O)c1ccccc1S2	-4%	6	-2	-3%	nt	0%	-15	0	18%
COc1ccc(S(=O)(=O)N2CC3C4C=CC(C4)C3C2)cc1 (stereo not given)	-6%	nt	nt	1%	5	-1%	nt	nt	0.6%
NS(=O)(=O)c1ccc(CNC(=O)CCC2CCCCC2)cc1	5%	2	0	2%	3	-2%	2	-4	-1.0%
Cc1ccccc1OC(=O)c1nc(SCc2ccccc2F)ncc1Cl	3%	11	-1	3%	nt	-4%	2	4	-0.3%
CCOc1ccc2c(C)c(C)c(=O)oc2c1OCC	-7%	2	1	3%	7	-2%	-3	3	2.2%
CCN(CC)C(=O)CSc1ncnc2sccc12	7%	-1	0	1%	0	4%	-4	14	7.1%
Cc1cccc(OC(=O)Nc2ccc(C(=O)O)c(O)c2)c1	-2%	nt	nt	1%	3	-1%	nt	nt	nt
O=C1[C@H]2[C@@H](c3ccc(C(F)(F)F)cc3)N[C@]3(CCCN(Cc4ccc(F)cc4)C3=O)[C@H]2C(=O)N1Cc1ccccc1	11%	nt	nt	2%	13	-1%	nt	nt	nt
CC(=O)c1ccc(OCC(C)C)c(CN2CCCCC2)c1	-5%	5	-2	-9%	-15	2%	0	13	5.6%
COc1ccc(CCNc2c3ccccc3nc3ccccc23)cc1OC	?	2	-4	0%	1	10%	20	nt	-1.6%
Cc1ccc(NS(=O)(=O)c2ccc(C(=O)N3CCCCCCC3)cc2)cc1	-4%	8	-12	1%	11	-3%	-11	4	2.6%
CCN(CC(=O)NCc1cccs1)C(=O)/C=C/c1cccc(OC)c1OC	3%	3	0	-1%	3	0%	-18	-8	1.7%
Cc1noc(C)c1S(=O)(=O)N1CCC(C(=O)N2CCC(C)CC2)CC1	0%	-1	11	1%	-11	-2%	-9	-1	-0.1%
Cc1ccc(N2CC(O)CSC2=Nc2ccccc2)cc1 (stereo not given)	-9%	nt	nt	-3%	-2	?	nt	nt	nt
COc1ccc(NC(=O)C2CC3C=CC2C3)c([N+](=O)[O-])c1 (stereo not given)	-1%	nt	nt	1%	4	1%	nt	nt	nt
O=C(Nc1ccc(NC(=O)c2ccco2)nc1)c1cccc(F)c1	1%	2	9	-1%	31	-5%	11	2	-0.4%
COc1nc(-c2ccccc2)c2cc(C)ccc2n1	-1%	3	-4	0%	-7	2%	-5	11	0.5%
Cc1ccsc1CNn1cnnc1SCc1ccccc1F	-4%	6	0	-1%	-4	0%	-10	nt	-1.5%
CC(NC(=O)COC(=O)/C=C/c1cccc(F)c1)c1ccccc1 (stereo not given)	2%	nt	nt	2%	-15	-4%	nt	nt	nt
Cc1nn(C(C)(C)C)c(C)c1/C=N/OC(=O)Nc1ccc(Cl)c(Cl)c1	-11%	4	-2	-3%	-4	-16%	-1	2	-1.3%
O=S(=O)(c1ccc(Br)s1)N1CCN(Cc2ccc3c(c2)OCO3)CC1	4%	1	-2	-1%	-5	-1%	nt	0	2.1%
O=S(=O)(NCCc1ccccc1)c1cccs1	-23%	4	-3	-2%	5	0%	5	8	-0.7%
CCO[C@@H]1OC(C(=O)N2CCN(Cc3ccccc3)CC2)=C[C@H](C2CC2)[C@H]1CCCO	7%	-6	4	0%	nt	-4%	6	-4	0.1%
CCc1cccc(NC2c3ccccc3C(=O)N2c2cccnc2)c1 (stereo not given)	-11%	-3	7	-2%	1	0%	-24	4	0.8%
Cc1ccc(S(=O)(=O)NC(C(=O)Oc2ccc3c(C)c(Cl)c(=O)oc3c2)c2ccccc2)cc1 (stereo not given)	-5%	2	-4	2%	nt	-3%	-10	-2	5.2%
Nc1ccc(S(=O)(=O)c2ccc(Cl)cc2)cc1	-6%	1	4	-6%	-6	1%	-3	-3	0.3%
COC(=O)c1ccc2c(=O)[nH]c(COC(=O)c3cccc(S(=O)(=O)N4CCOCC4)c3)nc2c1	8%	0	-7	1%	12	0%	6	-2	12%

The last 2 entries of the part before open the next one:
SMILES	Vif-APOBEC3F blk	D1 agonist	D1 potentiator	Vif-A3G inh	RXFP1 antag	Glioma ERSR ind	D1 antag	D2 PAM	RXFP1 ag
Nc1ccc(S(=O)(=O)c2ccc(Cl)cc2)cc1	-6%	1	4	-6%	-6	1%	-3	-3	0.3%
COC(=O)c1ccc2c(=O)[nH]c(COC(=O)c3cccc(S(=O)(=O)N4CCOCC4)c3)nc2c1	8%	0	-7	1%	12	0%	6	-2	12%
O=C(NNC1CC(=O)N(c2ccc(Cl)cc2)C1=O)c1ccccc1Cl (stereo not given)	-13%	4	20	-1%	-31	1%	29	2	-1.2%
CCNc1nc(OC)nc(SCC(=O)Nc2ccccc2)n1	-1%	1	3	-14%	1	-3%	-10	2	-1.0%
CC(Nc1n[nH]c(=O)[nH]c1=O)C(=O)N/N=C/c1cccs1 (stereo not given)	15%	-1	3	-1%	-3	-2%	18	7	-4.1%
Cc1cc(C)c(S(=O)(=O)N2CCC(C(=O)NCc3ccncc3)CC2)c(C)c1	-5%	1	4	0%	-11	-2%	-3	-5	-1.7%
COc1ccc(-n2c(O)c(C=Nc3ccccc3)c3ccccc3c2=O)cc1	-8%	3	-6	-1%	3	-2%	12	-1	1.7%
CN(C)c1ccc(-n2cccc2/C=C2/SC(=Nc3ccc(F)cc3)NC2=O)cc1	-24%	1	-2	-5%	-9	0%	-43*	-6	1.7%
Nc1c(N(CCC2=CCCCC2)C(=O)CCCOc2ccccc2)c(=O)[nH]c(=O)n1Cc1ccccc1	-22%	4	-4	-10%	-1	-6%	-4	7	0.6%
O=C(CCCc1ccccc1)Nc1ccc2c(c1)OCCO2	10%	0	2	-5%	-1	-9%	3	-10	0.8%
CCOC(=O)c1csc(NC(=O)c2cc(=O)c3ccccc3o2)n1	2%	2	5	-5%	2	2%	-4	3	13%
O=C(N/N=C/c1cc([N+](=O)[O-])ccc1O)Nc1ccccc1	-3%	0	1	-16%	-8	4%	0	-2	1.4%
Cc1ccccc1CN1CCC(Oc2ccc(C(=O)NCc3ccccn3)cc2)CC1	-9%	4	-7	-5%	-22	0%	-2	19	-3.1%
CC(=O)Nc1ccc(S(=O)(=O)NCC2CCC(C(=O)N3CCCCCC3)CC2)cc1 (stereo not given)	-3%	2	-4	7%	0	-1%	4	7	-0.3%
O=C(Nc1ccccc1Br)C1CCCN1S(=O)(=O)c1cccc2nsnc12 (stereo not given)	3%	1	3	-1%	-16	0%	-7	2	-0.7%
N#Cc1cccnc1N1CCN(C(=O)COCC(=O)O)CC1	1%	2	0	3%	-4	-2%	0	-7	1.0%
CCC(c1nc2ccccc2c(=O)n1CCN1CCOCC1)N1C(=O)c2ccccc2C1=O (stereo not given)	3%	0	-1	-3%	8	-4%	nt	13	-0.1%
CC(=O)NC1=NC(=O)/C(=C/c2cc(C)n(-c3cccc(C(=O)O)c3)c2C)S1	?	6	0	-3%	-18	0%	-16	21	0.4%
CC(C)OCCCn1c(SC(C)C(=O)NCC2CCCO2)nc2cc(Cl)ccc2c1=O (stereo not given)	-14%	1	-7	2%	-12	-2%	0	-11	1.4%
COc1ccc(NC(=O)C(c2ccc(OC)cc2)N(Cc2ccco2)C(=O)CC2NC(=O)NC2=O)cc1 (stereo not given)	0%	3	-4	-1%	-18	-4%	8	-7	-0.3%
COCCn1c(SCC(=O)NCc2ccc(OC)c(OC)c2)nc2ccccc21	2%	4	-12	-1%	-3	6%	-11	2	3.6%
O=C(NC(=S)N1CCN(c2nc(-c3ccccc3)cs2)CC1)c1cccnc1	-2%	1	-3	0%	-17	3%	-6	0	0.6%
COc1ccc(N2N=NN(C(C)C)C2=C(Cl)c2nnnn2-c2ccc(OC)cc2)cc1	16%	nt	nt	?	2	-14%	nt	nt	nt
Cc1cc(=O)[nH]c(SCCCOc2ccccc2Cl)n1	1%	5	1	0%	-22	-5%	-4	6	-0.6%
CCCCOc1ccc(Cl)cc1CSc1nnc(C)n1N	-14%	0	-6	3%	-2	-4%	-8	3	-1.0%
O=C(C[n+]1ccccc1)N/N=C/c1ccc(Cl)c(Cl)c1	-7%	0	-4	1%	6	-5%	2	-8	0.2%
FC(F)(F)c1nnc2ccc(NCc3ccccc3)nn12	1%	11	-3	-12%	9	0%	5	2	-1.7%
c1ccc(-n2nnnc2-n2cnc3ccccc32)cc1	-7%	-3	-6	0%	6	-4%	-14	-11	1.5%
CC1(C)CC2CC(C)(CN2C(=O)COC(=O)c2ccccc2C(F)(F)F)C1 (stereo not given)	-3%	5	-6	-1%	-8	-2%	-16	-8	-0.2%
O=C(O)c1cc(S(=O)(=O)N2CCN(S(=O)(=O)c3ccc4ccccc4c3)CC2)ccc1Br	-2%	nt	nt	-10%	-3	-1%	nt	nt	nt
CCOC(=O)N1CCN(S(=O)(=O)c2ccc3c(c2)OCC(=O)N3)CC1	-7%	4	0	2%	12	-5%	2	-2	0.4%
O=C(c1cnc(Cl)c(Cl)c1)N1CCN(S(=O)(=O)c2ccc3ccccc3c2)CC1	-4%	2	-1	0%	-31	3%	-1	2	-0.9%
COc1ccc(Br)cc1CNCCSc1nnnn1C	-8%	4	-3	0%	2	-2%	-20	2	1.8%
O=C(COC(=O)c1cc(=O)[nH]c2ccccc12)NCc1ccc(F)cc1	0%	1	11	0%	-2	-3%	1	5	-1.7%
COc1ccccc1N1CCN(S(=O)(=O)c2ccccc2F)CC1	-6%	16	9	0%	11	-3%	-32*	-9	0.0%

Screening data deposited in PubChem BioAssay by National Center for Advancing Translational Sciences (NCATS).
